Compound activity: PubChem BioAssay, The Scripps Research Institute Molecular Screening Center
TAAR1 antagonist: human TAAR1 antagonists, primary screen, Fluo-8 calcium fluorescence, CHO RD-HGA16 cells. Trace amine-associated receptor 1 (Homo sapiens), Q96RJ0. antagonist. inhibition, % at 3 µM. hit rate 1.5% among 360,000. AID 624466, 2012;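 active = inhibition above a per-plate cutoff, the mean inhibition of test compounds on that plate plus 3 SD, cut at about 49% in these data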;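 also: 0% = DMSO plus EC80 beta-PEA response and 100% = DMSO alone without agonist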
Target sequence (Q96RJ0 whole entry, looked up): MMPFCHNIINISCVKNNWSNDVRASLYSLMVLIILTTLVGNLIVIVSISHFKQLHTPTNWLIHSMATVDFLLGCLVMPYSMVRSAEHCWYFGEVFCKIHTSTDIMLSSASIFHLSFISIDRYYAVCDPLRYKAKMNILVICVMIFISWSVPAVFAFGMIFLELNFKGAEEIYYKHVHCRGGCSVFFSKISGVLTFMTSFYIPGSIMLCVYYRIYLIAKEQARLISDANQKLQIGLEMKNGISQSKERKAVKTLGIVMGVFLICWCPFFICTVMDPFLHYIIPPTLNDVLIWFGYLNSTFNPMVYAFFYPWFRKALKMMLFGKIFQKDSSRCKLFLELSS
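System: CHO RD-HGA16 cells bearing hTAAR1. Reagent: EC80 β-phenethylamine stimulus. Schedule: seeding 17-24 h prior, 75-min 37 °C, 30-min RT dye loading. Signal: Fluo-8 intracellular calcium dye fluorescence, real-time kinetic reads. Read-out: % inhibition from peak post-agonist over basal fluorescence ratio. Benchmarks: vehicle wells and EC80 agonist wells. Replicates: n of 1.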
CHRM1 PAM: human M1 muscarinic receptor positive allosteric modulators, primary screen, CHO-K1 cells, Fluo-8 calcium fluorescence, 1536-well | Muscarinic acetylcholine receptor M1 (Homo sapiens), P11229 | CHO-K1 hM1, ACh EC20; 0% = ACh EC20, 100% = maximal ACh | activation, % at 3 µM | hit rate 0.088% among 360,000 | AID 588819, 2011; in the data active = activation above about 19%, passing the limit was not always enough
Target sequence (P11229 whole entry, looked up): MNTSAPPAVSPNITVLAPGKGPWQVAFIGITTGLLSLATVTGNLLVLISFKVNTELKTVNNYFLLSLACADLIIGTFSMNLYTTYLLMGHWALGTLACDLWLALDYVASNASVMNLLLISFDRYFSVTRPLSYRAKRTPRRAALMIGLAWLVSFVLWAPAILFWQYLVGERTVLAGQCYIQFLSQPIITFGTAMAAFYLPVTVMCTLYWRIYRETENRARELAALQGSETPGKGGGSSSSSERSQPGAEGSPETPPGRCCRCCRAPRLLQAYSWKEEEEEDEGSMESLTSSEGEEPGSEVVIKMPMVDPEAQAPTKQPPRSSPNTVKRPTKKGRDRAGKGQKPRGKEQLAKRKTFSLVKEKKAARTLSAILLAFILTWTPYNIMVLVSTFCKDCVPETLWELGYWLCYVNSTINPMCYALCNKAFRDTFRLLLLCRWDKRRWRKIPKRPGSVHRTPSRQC
CHRM1 antagonist: human M1 muscarinic receptor antagonists, primary screen, CHO-K1 cells, Fluo-8 calcium fluorescence, 1536-well; CHO-K1 hM1, ACh EC80 antagonist; Muscarinic acetylcholine receptor M1 (Homo sapiens), P11229; inhibition, % at 3 µM; hit rate 1.3% among 360,000; AID 588852, 2011;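 active = percent inhibition above its own plate's cutoff, namely the mean of that plate's compound wells plus 3 SD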;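 also: peak over basal fluorescence ratio during 140 s after agonist addition; 0% = ACh EC80 plus DMSO and 100% = DMSO alone without agonist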
TAAR1 ag: human TAAR1 agonists, primary screen, Fluo-8 calcium fluorescence, CHO RD-HGA16 cells; Trace amine-associated receptor 1 (Homo sapiens), Q96RJ0; vehicle wells 0%, saturating PEA agonist 100%; activation, % at 3 µM; hit rate 0.99% among 360,000;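 active = activation above the mean activation of all test compounds in the run plus 3 SD, cut at about 38% in these data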
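test system = CHO RD-HGA16 cells carrying human TAAR1 plus Gα16 | schedule = 17-24 h seeding, 75 min 37 °C dye, 30 min RT | compound dosing = 3 µM single concentration | control set = DMSO and PEA EC100 | replicates = n 1 | signal = Fluo-8 fluorescence, 5 s baseline then 140 s kinetic read | measure = percent activation vs PEA EC100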
CHO-K1 Ca ag: counter-screen for M1 agonists: effect in parental CHO-K1 cells; Fluo-8 calcium fluorescence; scaled to maximal ATP response, vehicle zero; activation, % at 3 µM; hit rate 0.48% among 360,000; in the data active = activation above about 15%;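 also: untransfected CHO-K1 host cells lacking M1 receptor as counterscreen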
M1 PAM parental: nonselective calcium activators in parental CHO-K1 cells, primary screen, counter-screen for M1 PAM project, cell-based, Fluo-8 calcium fluorescence, full deck, 1536-well; ATP EC20; 0% at ATP EC20, 100% at ATP max; AID 602247, 2012; activation, % at 3 µM; hit rate 0.02% among 360,000;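 active = activation above the run cutoff, the mean activation of all test compounds plus 3 SD, cut at about 40% in these data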;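 also: peak over basal fluorescence ratio in a 140 s read after ATP addition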
CHO parental Ca: ATP-evoked calcium signal inhibitors, parental CHO, primary screen, counter-screen for OX1R antagonist project, cell-based, fluorescence, Fluo-8 calcium dye | hit rate 0.63% among 330,000 | parental CHO-K1, ATP-induced calcium, Fluo-8 fluorescence | inhibition, % at 5.6 µM;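 active = inhibition above that plate's mean sample inhibition plus 3 SD, cut at about 26% in these data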;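 also: 0% = ATP-challenged DMSO wells and 100% = DMSO wells without ATP; some compounds past the cut are filed as inactive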
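Test system: untransfected parental CHO cell line; also added: ATP stimulus; dosing: 5.6 µM, single dose; signal: calcium-sensitive Fluo-8 fluorescence; measure: percent inhibition of ATP-evoked calcium rise, normalized to controls; benchmarks: low control ATP plus DMSO, high control DMSO only; replication: one well per compound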
CHRM1 agonist: human M1 muscarinic receptor agonists, primary screen, Fluo-8 calcium fluorescence, CHO-K1 cells, HTS | Muscarinic acetylcholine receptor M1 (Homo sapiens), P11229 | CHO-K1 hM1, agonist mode; 0% DMSO, 100% acetylcholine EC100 | activation, % at 3 µM | hit rate 0.33% among 360,000;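 active = activation above the run's mean compound activation plus 3 SD, cut at about 16% in these data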;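 also: peak over basal fluorescence ratio within a 140 s kinetic read after compound addition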
CHO-K1 Ca antag: nonselective inhibitor or artifact in parental CHO-K1 cells. ATP-induced calcium, Fluo-8 fluorescence. inhibition, % at 3 µM. hit rate 0.6% among 360,000;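 active = inhibition above a per-plate cutoff, the plate's mean sample inhibition plus 3 SD, cut at about 24% in these data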;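 also: 0% = DMSO plus EC80 ATP and 100% = DMSO alone without ATP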
Numbers without * were called inactive; x = not tested or not shown.

item | mol | TAAR1 antagonist | CHRM1 PAM | CHRM1 antagonist | TAAR1 ag | CHO-K1 Ca ag | M1 PAM parental | CHO parental Ca | CHRM1 agonist | CHO-K1 Ca antag
1 | Nc1ccc2c(C(F)(F)F)cc(C(F)(F)F)nc2n1 | 0.7 | 0.6 | 5.9 | 13.1 | -0.1 | -6.9 | -14.2 | -7.7 | -1.1
2 | Cc1cc(=O)oc2c3c(cc(OCC(=O)NCc4ccccn4)c12)OC(C)(C)CC3 | 9.3 | -3.2 | -5.8 | 4.2 | 2.9 | 7.9 | -16.3 | -4.0 | 3.5
3 | CC(=O)c1ccc(NC(=O)Oc2ccccc2)cc1 | x | 3.6 | -10.3 | x | 3.6 | 17.2 | -11.0 | 3.6 | -11.6
4 | Cc1ccc(N=C2NC(=O)CC(C(=O)Nc3ccc4c(c3)OCO4)S2)cc1 (stereo not given) | -43.3 | 5.9 | -13.5 | 8.7 | 0.0 | 18.4 | -13.7 | -2.6 | -3.5
5 | CCN(Cc1ccccc1)C(=O)c1ccc(CNS(=O)(=O)c2ccc(C)cc2)cc1 | 28.2 | -0.5 | -0.1 | 2.3 | 3.0 | 7.5 | -18.4 | -4.1 | -7.5
6 | CCN(CC(=O)NC(C)C)C(=O)[C@H](C)NC(=O)c1ccc(Br)cc1 | -1.6 | 10.9 | -8.4 | 1.3 | 0.4 | 12.3 | -5.0 | -4.9 | -10.1
7 | COC(=O)c1ccc(C)cc1 | -1.5 | 5.1 | -8.7 | 2.1 | 0.4 | 13.7 | -5.5 | -0.5 | -5.2
8 | Cc1cccc(-n2cc(-c3ccccc3)c3c(=O)[nH]cnc32)c1 | -19.7 | -4.2 | 10.9 | 2.4 | -0.1 | -11.3 | -19.3 | 3.0 | 11.1
9 | COCCNc1nnc(SCC(=O)NC(=O)c2ccccc2OC)s1 | -39.0 | 10.6 | -16.4 | -0.8 | 0.2 | 2.5 | -6.9 | -0.1 | -9.8
10 | Cc1cccnc1NCc1ccc(O)c2ncccc12 | -8.0 | 6.5 | -8.6 | 11.2 | 0.3 | 18.1 | -18.9 | -1.6 | -7.0
11 | C=CCNC(=S)Nc1cccc(NC(=S)NCC=C)c1 | 12.7 | 9.2 | -6.1 | 4.8 | 0.1 | -8.5 | 1.6 | -3.4 | -0.9
12 | Cc1ccc(Cn2ncc3c(NN)ncnc32)cc1 | -24.8 | 6.4 | -4.2 | -3.1 | 2.7 | 8.3 | x | -2.9 | -3.3
13 | C=CCSc1nnc(NC(=O)Cc2ccc(OC)c(OC)c2)s1 | -3.0 | 9.6 | -3.8 | 9.2 | 1.8 | 7.2 | -11.2 | -4.9 | -5.5
14 | Cc1cc(C)nc(-n2nc(C)c3c(C(=O)O)cc(-c4cccc(Br)c4)nc32)n1 | -23.7 | 2.3 | 3.9 | 6.1 | 0.6 | 18.7 | -10.4 | -1.2 | -5.7
15 | COc1ccc(C2c3[nH]c4ccccc4c3C[C@H]3C(=O)N(c4ccccc4C(=O)N4CCC[C@H]4C(=O)O)C(=O)N23)cc1 (stereo not given in full) | -20.8 | 11.2 | -15.3 | 1.0 | -0.6 | 16.3 | 1.0 | -1.6 | 2.2
16 | COc1ccc(NC(=S)Nc2cccc(C)n2)cc1 | -13.9 | 5.5 | -5.3 | 4.3 | 0.9 | 24.7 | -14.2 | -3.5 | -9.0
17 | O=C(CCSc1ccccn1)Nc1ccc(Br)cc1 | 4.3 | -0.3 | 5.0 | -0.7 | 0.5 | -7.9 | -4.8 | -5.7 | 8.7
18 | Cc1c(C)n(C(=O)CSc2nc3ccccc3[nH]2)c2ccccc12 | 21.6 | 10.7 | -25.0 | 6.4 | -0.3 | 9.9 | -18.2 | -0.1 | -12.0
19 | Cn1nnc(NC(=O)c2ccco2)n1 | 5.6 | 8.0 | -7.5 | 0.2 | 0.3 | 9.2 | 0.8 | -2.7 | 1.0
20 | NC(Cc1ccc(C(F)(F)F)cc1)c1csc(Nc2nccc(C(F)(F)F)n2)n1 (stereo not given) | 41.4 | 0.9 | 7.0 | 60.6* | 3.0 | 21.9 | x | 8.1 | -7.9
21 | NS(=O)(=O)c1ccc(NC(=S)Nc2ccc(Br)c(Cl)c2)cc1 | 15.8 | -1.9 | 4.9 | 42.6* | 2.2 | -4.0 | 4.5 | -5.3 | 8.6
22 | COc1cc(S(=O)(=O)N2CCOCC2)ccc1NC(=O)c1cc2c(s1)CCC2 | 0.8 | 5.5 | 0.6 | -2.4 | 0.6 | -9.1 | -10.5 | -4.3 | 15.3
23 | CC(Oc1ccc2ccccc2c1)C(=O)NNC(=O)Nc1ccccc1 (stereo not given) | -17.8 | 6.8 | -12.6 | 1.2 | 1.5 | -5.7 | x | -1.6 | -0.8
24 | O=C(CCN1C(=O)C2C3CCC(C3)C2C1=O)OCC(=O)c1ccc(Cl)cc1 (stereo not given) | 7.7 | -7.2 | 9.2 | 2.0 | 0.7 | -24.7 | x | 0.2 | 11.3
25 | CCC1CCCCN1C(=O)CSc1nc2ncccc2[nH]1 (stereo not given) | -11.0 | 7.5 | -6.4 | 5.2 | 2.5 | -0.1 | -5.0 | -2.6 | -18.3
26 | CS(=O)(=O)N1CCN(c2ccc(NC(=O)c3ccccc3)cc2)CC1 | -1.0 | 10.7 | -7.5 | 1.9 | 0.3 | 10.3 | -18.1 | -3.8 | 3.3
27 | CCOC(=O)c1ccc(N2N=C(C)/C(=C/C=C/c3ccco3)C2=O)cc1 | -8.9 | 6.4 | -9.6 | 9.8 | 0.4 | 15.3 | -12.8 | -3.3 | -1.6
28 | Cc1ccc(N2CCN(C(=O)N3CCCC3)CC2)cc1C | -20.7 | 6.3 | 0.0 | 2.0 | 0.1 | 4.3 | -0.9 | 1.3 | 6.1
29 | CC(C)CNC(=O)C(=O)NCc1ccccc1 | 6.5 | 6.1 | -5.8 | 1.1 | 0.4 | -4.5 | 3.4 | -3.3 | 2.7
30 | C=CCn1c(CCCNC(=O)C(C)(C)C)nc2ccccc21 | -7.6 | -0.3 | -3.0 | 1.9 | 0.0 | 5.6 | -0.9 | -3.7 | -4.4
31 | COCCN1C[C@@H](CO)O[C@@H](n2cnc3c(NC4CC4)ncnc32)C1 | -19.8 | 9.6 | -16.2 | 1.6 | 0.5 | 4.8 | x | -2.5 | -15.4
32 | O=C(CN1C(=O)NC2(CCc3ccccc32)C1=O)Nc1cccc(Cl)c1 (stereo not given) | -20.2 | 4.5 | -8.8 | 6.5 | 0.9 | 13.1 | -15.7 | 1.6 | -5.5
33 | Cc1ccc(C2(c3noc(CN4CCC(c5ccncc5)CC4)n3)CCCC2)cc1 | 4.4 | -25.0 | 15.2 | -0.4 | 6.4 | 17.4 | -5.2 | -9.0 | -7.7
34 | Cc1cccc(OCCn2c(=S)[nH]c3ccccc32)c1 | -16.6 | 0.7 | -0.6 | 3.8 | -0.3 | 4.1 | -4.0 | -3.6 | -7.7
35 | Cc1ccc(-c2nn(-c3ccccc3)cc2/C=C/C(=O)Nc2cccc(S(N)(=O)=O)c2)cc1 | -13.0 | 5.4 | -5.9 | 8.1 | -0.1 | -8.9 | 26.4 | 0.0 | 5.6
36 | COc1ccc(CCNC(=O)Cn2cnc3c(cnn3C(C)(C)C)c2=O)cc1OC | 5.2 | 12.0 | -17.9 | 8.2 | 0.1 | 11.4 | -14.9 | 0.7 | -4.7
37 | COc1cc2nc(NCCCN3CCN(C)CC3)n3nc(-c4ccccc4)nc3c2cc1OC | -19.0 | 9.1 | -12.6 | 11.9 | 5.1 | 20.7 | -9.2 | -3.1 | -10.6
38 | CN(C)c1ccc(/C=C(\NC(=O)c2ccccc2)C(=O)NCCN2CCOCC2)cc1 | 3.8 | 5.5 | -8.8 | -1.6 | 4.2 | 4.1 | 3.8 | 0.2 | -11.6
39 | CC(C)=CC(=O)OCc1cc([N+](=O)[O-])cc2c1OCOC2 | -21.8 | 2.7 | -3.1 | 4.1 | 2.0 | 21.9 | 5.2 | -7.9 | -21.0
40 | COc1ccc(C(=O)N(C)CC(=O)Nc2cccc(F)c2)cc1S(=O)(=O)NC1CCCC1 | -19.7 | 5.6 | -17.6 | 1.5 | 0.5 | -7.2 | -18.1 | -3.8 | 6.8
41 | COc1cc2c(cc1OC)/C(=C/C(=O)c1ccc(F)cc1)NCC2 | -9.3 | -6.8 | 10.3 | -2.0 | 5.2 | 3.8 | -15.7 | -5.6 | -5.3
42 | COc1ccc(C(=O)Nc2cccc(C(=O)NCc3ccccc3)c2)cc1 | 35.4 | 2.6 | -17.8 | 4.7 | 3.7 | -3.4 | -4.2 | -3.6 | -8.0
43 | CCOC(=O)CC1C(=O)NCCN1c1nc2ccc(C)cn2c(=O)c1/C=C1\SC(=S)N(CC(C)C)C1=O (stereo not given) | x | -3.5 | 1.9 | x | 5.0 | 10.1 | 27.1* | 5.1 | -7.3
44 | Cc1cccc(CN2C(=O)CSc3ccc(C(=O)NC4CC4)cc32)c1 | -6.7 | 0.0 | 0.8 | -2.1 | 1.2 | -7.8 | -18.9 | -7.8 | -13.2
45 | COc1cc(C(=O)OCc2csc(CC(=O)Nc3ccccc3C)n2)ccc1OCC(C)C | 30.0 | -1.1 | 4.0 | 0.4 | 1.3 | 26.3 | x | -4.7 | -8.0
46 | CCCCNc1c(-c2ccc(SC(C)CC)cc2)nc2ccc(Cl)cn12 (stereo not given) | -6.2 | x | x | -1.3 | 0.9 | -1.6 | x | x | -8.4
47 | CCOC(=O)[C@]12CCC=C1N(Cc1ccccc1)C(=O)[C@H](CC(=O)NCc1ccc(OC)c(OC)c1)C2 | -3.9 | x | x | -0.6 | -0.8 | 19.5 | x | x | -23.0
48 | OC1(c2ccc(Cl)cc2)CN(c2ccccc2)C2=[N+]1CCS2 (stereo not given) | -2.6 | -3.2 | 13.3 | -0.2 | 3.7 | 15.4 | -11.9 | -4.6 | -12.7
49 | c1ccc2nc(-c3nccs3)ccc2c1 | -9.1 | 10.7 | -12.4 | 0.5 | -0.6 | 13.1 | -8.9 | -1.4 | -14.1
